ALOX12 inh: blocks human arachidonate 12S-lipoxygenase. P18054. purified 12hLO, xylenol orange hydroperoxide absorbance. Potency, µM (titrated, usually from 108 µM), for inactives: top-dose activity change, negative = inhibition, usual class: inhibitors. actives 1.1% (n = 580,000); active = well fitted inhibition curve with a large enough effect; inconclusive = small, poorly fitted or top-dose-only effect, or another doubt; inactive = no such curve, though single readings can be large or run the other way
Target sequence (P18054 whole entry, looked up): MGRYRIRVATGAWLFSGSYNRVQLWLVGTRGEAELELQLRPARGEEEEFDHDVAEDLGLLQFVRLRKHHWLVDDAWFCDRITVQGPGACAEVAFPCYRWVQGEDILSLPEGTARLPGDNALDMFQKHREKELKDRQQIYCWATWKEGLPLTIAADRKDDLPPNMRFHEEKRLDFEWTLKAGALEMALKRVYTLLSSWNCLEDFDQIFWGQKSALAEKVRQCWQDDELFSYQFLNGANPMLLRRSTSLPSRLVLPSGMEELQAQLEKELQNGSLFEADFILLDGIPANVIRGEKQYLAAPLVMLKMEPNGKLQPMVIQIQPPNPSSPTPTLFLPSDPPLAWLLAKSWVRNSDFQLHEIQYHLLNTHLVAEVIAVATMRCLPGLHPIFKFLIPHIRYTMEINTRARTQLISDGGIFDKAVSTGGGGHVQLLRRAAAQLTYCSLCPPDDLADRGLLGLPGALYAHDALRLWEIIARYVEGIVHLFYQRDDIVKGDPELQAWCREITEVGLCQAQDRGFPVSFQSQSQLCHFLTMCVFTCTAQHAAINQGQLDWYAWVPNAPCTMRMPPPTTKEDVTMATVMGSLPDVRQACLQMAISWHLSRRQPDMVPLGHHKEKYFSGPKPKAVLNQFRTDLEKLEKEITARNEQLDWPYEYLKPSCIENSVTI
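Purified human 12hLO (150 nM final) in 25 mM Hepes, 0.01% Triton X-100, pH 7.0 was preincubated 15 min at room temperature with compound. Then 40 uM arachidonic acid was added, 30 min. Hydroperoxide was read by Fe-XO absorbance ratio 573/405 nm.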
Numbers without * were called inactive; ? = inconclusive; [ ] = dose if it differs, or a comment. % is set by controls: 0 for no effect and ±100 for the full control effect; potency is the fitted concentration of half-maximal effect.

ALOX12 inh	mol
32.8%	COc1ccc(NC(=O)c2ccc(S(=O)(=O)NCC3CCCO3)cc2)cc1 (configuration not stated)
2.1%	CCCN1C(=O)c2cc(C(=O)NCc3ccccc3OC)nn2CC1(C)C(=O)NC1CCCC1 (configuration not stated)
-15.0%	Cc1ccc(S(=O)(=O)NC(CN(C)C)c2ccccc2)c(Br)c1 (configuration not stated)
5.3%[176 µM]	O=C1CC2CCCC(C1)N2C(=O)c1ccccn1
4.4%	Cc1cccc(N2CCN(C(=O)c3cc4ccc(F)cc4nc3C)CC2)c1
-6.9%	CCSc1nc(C)cc(C(F)(F)F)c1C#N
9.8%	COc1ccc2c(C)c(CC(=O)NC3CCS(=O)(=O)C3)c(=O)oc2c1 (configuration not stated)
-12.7%	CC1CCN(C(=O)c2noc3c2CC(C(C)(C)C)CC3)CC1 (configuration not stated)
-102.2%	CN(/C=C/C(=O)C(F)(F)F)CC(=O)O
-3.8%	COc1ccc(-c2noc([C@@H]3CCCN3C(=O)c3ccccc3Cl)n2)cc1OC
75.5%[activator]	CC(C)Cc1cc(C(=O)N2CCOCC2CC(=O)N2CC=CC2)nc(=O)[nH]1 (configuration not stated)
44.5%[activator]	O=C(N[C@H](c1cccs1)C1CC(O)C1)c1cnn2cc(CCO)cnc12 (some centres not stated)
-29.1%	CC1(Cc2ccc3c(c2)OCO3)CCCN(C(=O)c2ccc3ncsc3c2)C1 (configuration not stated)
5.8%	CCOC(=O)NC(CNC(=O)c1ccc(C)cc1)CC(C)C (configuration not stated)
31.5%	c1ccc(OCCCCN2CCOCC2)c(CNC2CCNC2)c1 (configuration not stated)
0.3%	COc1cc(NC(=O)C(=O)NCCN(C)C)ccc1N1CCCCS1(=O)=O
-12.5%[176 µM]	O=C1CO[C@H]2CN(Cc3c[nH]c4ccccc34)C[C@H]2N1
4.2%[6.33 µM]	Cc1noc(C)c1[S+](=O)([O-])N1CC(Oc2ccc(F)c(F)c2)C1
-3.0%	CC(=O)c1ccc(NC(=O)c2cn(CCC#N)nc2-c2cccs2)cc1
-16.3%	Cc1cc(C)cc(OCCNC(=O)Cn2nc(C)c3ccccc3c2=O)c1
31.2%	Cc1ccc(COc2c(Cl)cc(/C=C(/C#N)c3nc4ccc(C)cc4[nH]3)cc2Cl)cc1
39.2%[activator][176 µM]	O=C(NC[C@H]1Cn2c(-c3ccc(F)cc3)cnc2CO1)NC1CCCCC1
-0.4%	CNC(=O)[C@@H]1CN(C(=O)CCc2cccc(OC)c2)C[C@H]1c1nc(C)no1
?	Cn1nc(CC(=O)NCc2ccccc2CN2CCOCC2)c2ccccc2c1=O
-6.6%	CN1CCC(NC(=O)CCc2ncc(-c3ccccc3)o2)CC1
-18.6%	O=C(Nc1cccc(F)c1)[C@@H]1C[C@@H](c2ccc(F)cc2)N([S+](=O)([O-])c2ccccc2)C1
-0.6%	COCCn1c(-n2nc(C)cc2C)nc2c1c(=O)n(Cc1ccc(F)cc1)c(=O)n2C
-5.8%[176 µM]	CN1C[C@H](NCc2nccn2C)CCC[C@@H](C(=O)N(C)Cc2cccnc2)CC1=O
?	CC(=O)Oc1ccc2c(=O)c(Oc3cc(C)cc(C)c3)c(C(F)(F)F)oc2c1
82.8%[activator]	CN1Cc2cccn2CC1CNC(=O)Nc1cccc(F)c1 (configuration not stated)
10.5%	COc1cccc(CNC(=O)CC(C)CC(=O)O)c1 (configuration not stated)
41.6%[activator]	CC(=O)N[C@@H]1[C@@H](NC(=O)Cc2cccs2)[C@H]2CCO[C@H]21
-1.8%	CC1(C)CC(NC(=O)C2CCN(S(=O)(=O)c3ccc(C(C)(C)C)cc3)CC2)CC(C)(C)N1
-1.9%	COc1ccc(C(=O)N2CCc3ccc(C(=O)NCc4cccc(C)c4)cc32)cc1
-11.5%	O=C(NCc1cccnc1)C1CCN(C(=O)c2cccc(C(F)(F)F)c2)CC1
57.1%[activator]	O=C1CCN(C(=O)[C@@H]2CCCN2C(=O)NCCc2ccccc2)CCCCCCN1
6.8%	Cc1nc2c(c(-c3ccc(Cl)cc3)n1)CCN(C(=O)c1ccccc1)CC2
-12.6%	O=C(C[C@H]1CC[C@H]2[C@@H](COC[C@@H](O)CN2S(=O)(=O)c2ccc(F)cc2)O1)N[C@@H]1CCN(Cc2ccccc2)C1
7.3%	CC(C)c1ccc(CN2CCCC(O)(CN3CCSCC3)C2=O)cc1 (configuration not stated)
16.5%	CN(C)c1nc2c(c(=O)[nH]1)CCN(Cc1ccccc1Cl)CC2
17.4%	CCCCN(C)C(=O)c1cccc2c1CCN2C(=O)Nc1ccc(OC)cc1
28.9%[176 µM]	CC(C)CCN(C)Cc1ccccc1C(F)(F)F
1.8%	Cc1nc2ccc(C(=O)N3CCOc4ccc(CN5CCOCC5)cc4C3)cc2nc1C
47.9%[activator]	COCCc1noc([C@@H]2CC(F)(F)CN2C(=O)c2ccoc2)n1
50.6%[activator]	c1csc(-c2nc(N3CCCC3)c3ccccc3n2)c1
2.4%	C=CCn1c(Oc2ccc(F)cc2)nc2c1c(=O)n(C)c(=O)n2C
?	O=c1[nH]c(=S)[nH]c2c1C(c1ccccc1)OC(C1CCCCC1)C2 (configuration not stated)
-7.9%	Clc1ccccc1CNCCN1CCCC1
9.3%	Cc1ccccc1/C=C/C(=O)NC1CC1
8.9%	O=C(CCc1cc2ccccc2[nH]c1=O)N1CCN(C(=O)c2ccco2)CC1
48.1%[activator]	Cc1cc2c(N3CCC(NCc4noc(C5CCC5)n4)CC3)ncnc2s1
34.0%	O=C(c1ccc(N2CCCC(O)C2)nc1)N1CCC(N2CCOCC2)CC1 (configuration not stated)
0.0%	COc1ccc(Oc2ncc3nc(CCc4ccccc4)c(=O)n(C[C@H]4CCCO4)c3n2)cc1
?	Clc1ccc(Nc2cnc3ccc(-c4ccccc4)nn23)nc1
3.9%	CN1CCN(CCCNC(=O)c2ccc(N3CC4CC(C3)[C@H]3CCCC(=O)N3C4)nc2)CC1 (some centres not stated)
26.6%[176 µM]	CC(=O)N1CCC2(CC1)OC(=O)N(Cc1ccccc1)C2(C)c1cccnc1 (configuration not stated)
-1.3%	CC(C)(C)c1ccc2cc(C(=O)N3CCCC3)[nH]c2c1
?	O=C(Nc1cccc2ncccc12)c1cccc([N+](=O)[O-])c1
3.6%	NC(=O)c1csc(S(=O)(=O)N2CCC(CO)(CN3CCCC3)CC2)c1
46.2%[activator]	CC(=O)N1CCC(C(=O)NCC2CCN(c3cc(-c4ccc(C)cc4)[nH]n3)CC2)CC1

Gathered by group, the compounds so far containing a tert-butyl group (3)
ALOX12 inh	mol
-12.7%	CC1CCN(C(=O)c2noc3c2CC(C(C)(C)C)CC3)CC1 (configuration not stated)
-1.8%	CC1(C)CC(NC(=O)C2CCN(S(=O)(=O)c3ccc(C(C)(C)C)cc3)CC2)CC(C)(C)N1
-1.3%	CC(C)(C)c1ccc2cc(C(=O)N3CCCC3)[nH]c2c1

The main list resumes, repeating the 5 entries before the break.
ALOX12 inh	mol
26.6%[176 µM]	CC(=O)N1CCC2(CC1)OC(=O)N(Cc1ccccc1)C2(C)c1cccnc1 (configuration not stated)
-1.3%	CC(C)(C)c1ccc2cc(C(=O)N3CCCC3)[nH]c2c1
?	O=C(Nc1cccc2ncccc12)c1cccc([N+](=O)[O-])c1
3.6%	NC(=O)c1csc(S(=O)(=O)N2CCC(CO)(CN3CCCC3)CC2)c1
46.2%[activator]	CC(=O)N1CCC(C(=O)NCC2CCN(c3cc(-c4ccc(C)cc4)[nH]n3)CC2)CC1
-2.3%	COc1ccc(-c2ccc3nnc(CNC(=O)CNC(=O)c4ccccc4)n3n2)cc1
39.5%[activator]	CCOc1ccc(C2CC(=O)Nc3[nH]ncc32)c(OCC)c1C (configuration not stated)
-4.0%	CCOc1ccc2nc(N3CCCC(C(=O)NCCc4cc(OC)ccc4OC)C3)sc2c1 (configuration not stated)
4.4%[6.33 µM]	CCCC(=O)N1Cc2ccccc2CC2(CCCCN2Cc2cccnc2)C1 (configuration not stated)
6.5%	CCC(NC(=O)NC12CC3CC(CC(C3)C1)C2)c1ccc(Cl)cc1 (configuration not stated)
-23.6%	O=S(=O)(NCc1ccccc1S(=O)(=O)N1CCCCC1)c1ccc2c(c1)CCCC2
47.4%[activator]	COc1cccc(NC(=O)c2cc3c(n2C)CCN(Cc2ccc(F)cc2)C3)c1
47.6%[activator]	CC(C)c1nnc(C2CN(C(=O)CC3CCCCC3)CC23CCOCC3)o1 (configuration not stated)
-28.8%	COc1ccc(C(C)=O)cc1CN1CCc2ccccc2C1
-0.7%	CCN1c2cc(C(=O)N3CCN(c4ccccc4)CC3)ccc2C(=O)N2CCCCCC21 (configuration not stated)
-7.5%	CN(C)C(CNC(=O)/C=C/c1ccccc1)c1ccsc1 (configuration not stated)
30.6%[activator]	O=C(CCc1ccsc1)NC1CCCc2nc(-c3ccccc3)ncc21 (configuration not stated)
?	c1ccc(-c2ccc(CNCc3cccnc3)o2)cc1
-8.3%	CCC(=O)NCCC12CC3CC(CC(C3)C1)C2
-3.4%	CCOCCn1c(=O)[nH]c2cc(C(=O)NCCc3ccc(C)s3)ccc21
5.4%	C[C@H]1[C@@H](NS(=O)(=O)c2ccc3ccccc3c2)CC[C@@]23CCCN2C(=O)CCC[C@@H]13
16.9%	COc1cccc(NC(=O)CN2C(=O)NC3(CCS(=O)(=O)CC3)C2=O)c1
0.2%	O=Cc1ccccc1Cl
-4.6%[176 µM]	O=[S+]([O-])(c1ccccc1)N1CC2(COCCN(Cc3cc(F)ccc3F)C2)C1
11.0%	COc1cccn(CC(=O)N(Cc2ccc(F)cc2)C2CCCCC2)c1=O
39.8µM*	COC(=O)C1=C(C)N(Cc2ccc(Cl)cc2)C(=S)NC1c1ccccc1 (configuration not stated)
-81.4%	CC(C)C[C@@H]1NC(=O)[C@H]2C[C@@]3(C)c4ccccc4N[C@H]3N2C1=O
-23.9%	Cc1[nH]c(C)c(S(=O)(=O)Nc2cccc3c2CCCC3)c1C(=O)N1CCCCC1
-7.7%	COc1cccc(CNC(=O)[C@H]2CCCN2C(=O)[C@H]2CCCN2C(=O)c2ccc(F)cc2)c1
17.5%	COC(=O)c1ccc(COc2ccc(/C=N/O)cc2OC)cc1
3.2%	COc1cccc(N2CCN(C(=O)C[C@H]3NC(=O)c4ccccc4NC3=O)CC2)c1
26.7%	CCn1ncc(N2CCC(NC(=O)c3ccc4c(c3)OCO4)CC2)cc1=O
-3.6%	Cc1cc(F)ccc1NC(=O)c1nc2ccccc2nc1N1CCOCC1
32.0%	O=C(NC1CCN(c2cc(C(F)(F)F)ncn2)CC1)c1ccc(F)cc1Cl
-0.7%	COCCNC(=O)C1COC2(CCN(C(=O)c3cccc(OC)c3)CC2)N1C(=O)c1ccc(F)cc1 (configuration not stated)
?	NC(=O)c1cc(Cl)ccc1OCc1ccc(OC(F)(F)F)cc1
21.9%	COc1ccc(CCn2c(NC3CCCCC3)nc3c2c(=O)[nH]c(=O)n3C)cc1
2.6%	COc1ccccc1C1C2=C(CC(C)(C)CC2=O)Nc2ccccc2N1C(C)=O (configuration not stated)
?	CCn1cnc2c1c(=O)n(CC(=O)OCc1ccc(C(C)C)cc1)c(=O)n2Cc1ccccc1
12.6%	COc1ccc(/C=C/C(=O)N[C@@H]2C[C@H]3CC[C@@H]2C3)cc1
75.0%[activator][176 µM]	Fc1ccc(OC2CN(Cc3cncs3)C2)cc1F
2.4%	CCOC(=O)C1=C(C)N(C)C(=O)N(C)C1c1ccc(F)cc1F (configuration not stated)
10.3%[176 µM]	CCCn1cnc2c1CN(C(=O)c1ccc(F)cc1)[C@H](C(=O)OC)C2
31.1%[activator]	Cc1cccc(C)c1NC(=O)C1(C)CN(S(C)(=O)=O)CC(=O)N1C1CC1 (configuration not stated)
?	O=C(c1ccc(C(F)(F)F)cc1)N1CCC(c2nn(-c3ccccc3)c(=O)[nH]2)CC1
-9.6%[57.4 µM]	CC(C)C[C@H](NC(=O)[C@@H](NC(=O)c1cccc(-c2ccccc2)n1)[C@@H](C)O)B(O)O
-30.1%	CC(=O)N1[C@@H]2c3ccc(-c4cccnc4)c(=O)n3C[C@@H]2[C@@H](CO)[C@@H]1C(=O)NCc1ccccc1Cl
?	O=C(c1ccccc1OCc1nc(-c2ccccc2)no1)N1CCC(N2CCCCC2)CC1
?	NNc1ccccc1[N+](=O)[O-]
7.0%	CC(=O)N1CCN(C(=O)c2cnc(-c3cccnc3)nc2)CC(O)C1 (configuration not stated)
22.3%	O=C(c1cnccn1)N1CCCC(Cc2nc(C3CCOCC3)no2)C1 (configuration not stated)
31.8%[activator][176 µM]	C[C@@H](NC(=O)c1ccccn1)c1onc(-c2ccc(Cl)cc2)c1C(=O)O
20.7%	CC(C)CC(=O)N1CCC2(CC1)CC(Cc1cccc(F)c1)CCO2 (configuration not stated)
28.0%	COc1ccc(-c2nc(C(C)C)nc3c2CCN(C(=O)c2ccc(C)cc2)CC3)cc1
36.2%	O[C@H]1[C@H](NCc2ccc(OC(F)(F)F)cc2)[C@H]2CO[C@H](O2)[C@@H]1N1CCC(Cc2ccccc2)CC1
?	Cc1ccc(NC(=O)Cc2ccc3c(c2)CCCC3)cc1
5.8%	O=C(NC1CCCC1)N1CCC(Oc2ccccc2-c2nc(-c3ccncc3)no2)C1 (configuration not stated)
-14.2%	O=C(NCCC(c1ccccc1)c1ccccc1)c1cc(-c2ccccc2)nc2ccccc12
?	CC(=O)NC1(C)CCCN(Cc2cc(-c3c(C)noc3C)cs2)C1 (configuration not stated)
29.1%	COc1ccc(CNC(=O)C(=O)Nc2ccc(C)cc2C)cc1
3.2%	CN(CC1CCOCC1)C(=O)NCc1ccccc1

In a second layout: results already given.
SMILES	ALOX12 inh
CC(=O)NC1(C)CCCN(Cc2cc(-c3c(C)noc3C)cs2)C1 (configuration not stated)	?
O[C@H]1[C@H](NCc2ccc(OC(F)(F)F)cc2)[C@H]2CO[C@H](O2)[C@@H]1N1CCC(Cc2ccccc2)CC1	36.2%

Compound activity (PubChem)

Only part of the results is shown; count on the stated rates, not on these rows.
